Pyk2 oligo antag: antagonists of Pyk2 self-association, primary screen, Q293 cells, FERM NanoBiT luminescence, HTS; active compounds read low; AID 1347419, 2020; Protein-tyrosine kinase 2-beta (Homo sapiens), Q14289; z-score (the deposit names both 25 µM and 10 µM); actives 0.83% (n = 99,000);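 active = Z-score of -3 or lower, scaled per plate to the spread of control and sample wells; inactive = z-score above -3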;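 also: negative z-score means lost luminescence so less FERM oligomerization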
HIV Rev-RRE inh: HIV-1 Rev-RRE binding inhibitors, primary screen, biochemical, FRET, protein-RNA interaction. inhibition, % at 8 µM. actives 0.79% (n = 97,000). Rev peptide-RRE RNA binding;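 active = inhibition above the screen-wide mean plus 3 SD, cut at about 35% in these data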;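 also: 0% = median DMSO wells and 100% = median Neomycin B control wells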
Target sequence (P05866 whole entry, looked up): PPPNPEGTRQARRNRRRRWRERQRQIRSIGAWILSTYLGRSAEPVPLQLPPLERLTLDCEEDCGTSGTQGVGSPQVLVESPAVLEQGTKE
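Test system – labelled RRE RNA duplex and labelled Rev peptide · Signal – fluorescein-to-Cy5 FRET, 480 nm excitation · Evaluation – % inhibition of FRET ratio versus controls · Benchmarks – DMSO low control, neomycin B high control · Incubation – 5 min RNA-compound premix plus 15 min binding step, 25 °C · Medium – HEPES pH 7.5 salt buffer with EDTA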
EphB4 ephrin blk: EphB4-ephrin-B2 interaction antagonists, primary screen, biochemical, TNYL-RAW peptide probe, fluorescence polarization | Ephrin type-B receptor 4 (Homo sapiens), P54760 | EphB4 LBD / TNYL-RAW-Alexa532 peptide | inhibition, % at 7 µM | actives 0.15% (n = 97,000);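 active = inhibition above the screen-wide mean inhibition plus 3 SD, cut at about 15% in these data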;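 also: 0% = DMSO wells and 100% = excess unlabeled TNYL-RAW peptide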
PTPN22 act: LYP phosphatase activators, primary screen, biochemical, DiFMUP fluorescence, 2 µM; recombinant LYP; 0 = plate median, 100 = signal doubled; activation, % at 2 µM; actives 0.11% (n = 96,000); AID 697, 2007;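 active = activation at 2 µM above a set limit, the mean plus 5 SD, cut at about 37% in these data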
PLK1 PBD inh: Plk1 polo box domain binding inhibitors, primary screen, biochemical, fluorescence polarization | Plk1 PBD phosphopeptide binding | inhibition, %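 (tested at about 20 µM)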 | actives 0.13% (n = 97,000) | AID 693, 2007; in the data active = inhibition above about 34%, passing the limit was not always enough
Target sequence (P53350 whole entry, looked up, the tested form may be a part): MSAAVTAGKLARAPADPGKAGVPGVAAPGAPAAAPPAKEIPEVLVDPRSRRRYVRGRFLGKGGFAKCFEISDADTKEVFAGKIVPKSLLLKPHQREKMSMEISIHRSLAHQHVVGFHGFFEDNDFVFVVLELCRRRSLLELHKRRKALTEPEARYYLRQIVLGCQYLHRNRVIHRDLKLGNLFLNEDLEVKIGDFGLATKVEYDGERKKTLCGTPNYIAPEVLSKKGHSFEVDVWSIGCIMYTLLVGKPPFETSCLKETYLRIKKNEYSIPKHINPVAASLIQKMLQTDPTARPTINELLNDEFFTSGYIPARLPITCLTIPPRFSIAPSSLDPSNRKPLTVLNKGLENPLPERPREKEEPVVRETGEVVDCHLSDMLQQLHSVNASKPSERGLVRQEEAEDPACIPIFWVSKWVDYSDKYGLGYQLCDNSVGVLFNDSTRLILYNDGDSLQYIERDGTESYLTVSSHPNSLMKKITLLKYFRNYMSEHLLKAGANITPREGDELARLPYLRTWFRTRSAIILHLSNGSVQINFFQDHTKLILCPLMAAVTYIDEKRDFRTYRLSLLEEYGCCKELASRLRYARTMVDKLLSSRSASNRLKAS
PTPN22 inh 2: PTPN22 phosphatase inhibitors, primary screen, biochemical, DiFMUP fluorescence, 2 µM; Tyrosine-protein phosphatase non-receptor type 22 (Homo sapiens), Q9Y2R2; inhibition, % at 2 µM; recombinant LYP catalytic domain; actives 0.21% (n = 96,000);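 active = inhibition at 2 µM at or above a set limit, the screen mean plus 3 SD, cut at about 24% in these data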;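 also: 0% = DMSO with enzyme and 100% = enzyme fully blocked by orthovanadate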
PLK1 inh: human PLK1 kinase inhibitors, primary screen, biochemical, TR-FRET; Serine/threonine-protein kinase PLK1 (Homo sapiens), P53350; recombinant PLK1 kinase, TR-FRET peptide phosphorylation; inhibition, % at 10 µM; actives 0.53% (n = 97,000); AID 619, 2007;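 active = inhibition of 50% or more in the single-concentration screen; inactive = inhibition below 50%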;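 also: 0% = DMSO max control and 100% = H-89 dihydrochloride min control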
FAK blocker: FAK kinase inhibitors, primary screen, biochemical; biochemical FAK kinase activity assay; inhibition, %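 (tested at 7 µM)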; actives 0.84% (n = 97,000); AID 727, 2007; in the data active = inhibition above about 19%;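 also: 0% = DMSO and 100% = reference compound high control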
F-actin modifier: modifiers of F-actin cytoskeleton organization, primary screen, imaging, HUVEC, phalloidin staining, high-content imaging | HUVEC TNFa F-actin phalloidin imaging | inhibition, % at 2 µM | actives 0.18% (n = 91,000) | AID 836, 2007;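 active = inhibition above the batch mean plus 3 SD and confirmed as a hit by visual image inspection, cut at about 30% in these data, passing the limit was not always enough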; also: strong numbers were not always called active
Numbers without * were called inactive; · = not tested or not shown; [ ] = dose if it differs, or a comment.

no.	Pyk2 oligo antag	SMILES	HIV Rev-RRE inh	EphB4 ephrin blk	PTPN22 act	PLK1 PBD inh	PTPN22 inh 2	PLK1 inh	FAK blocker	F-actin modifier
1	0.03	O=C1NC2(CCCc3ccccc32)C(=O)N1CCOc1ccc(Br)cc1 (stereo not given)	2	5	10	6	-6	-7	2	-12
2	0.64	Cc1cc(C)n2nc(SCc3nnc(SCc4ccccc4)s3)nc2n1	10	-1	3	1	2	-13	1	10
3	1.6	O=C(CCS(=O)(=O)c1ccc(Br)s1)N1CCc2ccccc21	-2	6	0	-18	-1	-15	-6	22
4	-0.68	CCCCC(=O)Nc1nnc(-c2ccc(OC)cc2)s1	1	6	7	-23	-6	-11	-2	-18
5	-1.3	O=C(CN1CCOCC1)N/N=C/c1cc2ccccc2nc1Cl	9	5	2	34	2	-20	-5	6
6	-0.92	COc1cc(C2C(C#N)=C(N)Oc3cc(N)ccc32)cc(OC)c1OC (stereo not given)	12	4	-11	-29	8	-19	1	-30
7	0.6	CC(NC(=O)c1ccc(Cl)s1)C1CCCO1 (stereo not given)	5	3	-8	-13	11	-2	1	-11
8	0	COc1ccc(-c2nc(C#N)c(N3CCC(C(N)=O)CC3)o2)cc1	5	-1	4	17	0	-4	1	·
9	-0.16	COc1cc(NC(=O)Cn2nc(C(F)(F)F)c3c2CCCC3)cc(OC)c1OC	6	-4	10	-6	-9	-5	0	-9
10	-0.62	O=C1c2ccccc2C(=O)N1CCCCN(C(=O)c1ccco1)c1ccc(Cl)cc1	-2	-2	8	0	-7	-17	-4	-12
11	-0.24	Cc1nn(CC#N)c(=O)n1-c1ccccc1F	10	4	-9	-10	10	-5	-2	·
12	-0.31	O=C(c1ccc(Cl)cc1)C1CCN(C(=O)NC2CCCCC2)CC1	11	9	-2	-1	-2	-1	-4	1

4 compounds already listed, arranged by length of the SMILES, lowest first.
no.	Pyk2 oligo antag	SMILES	HIV Rev-RRE inh	EphB4 ephrin blk	PTPN22 act	PLK1 PBD inh	PTPN22 inh 2	PLK1 inh	FAK blocker	F-actin modifier
3	1.6	O=C(CCS(=O)(=O)c1ccc(Br)s1)N1CCc2ccccc21	-2	6	0	-18	-1	-15	-6	22
1	0.03	O=C1NC2(CCCc3ccccc32)C(=O)N1CCOc1ccc(Br)cc1 (stereo not given)	2	5	10	6	-6	-7	2	-12
6	-0.92	COc1cc(C2C(C#N)=C(N)Oc3cc(N)ccc32)cc(OC)c1OC (stereo not given)	12	4	-11	-29	8	-19	1	-30
9	-0.16	COc1cc(NC(=O)Cn2nc(C(F)(F)F)c3c2CCCC3)cc(OC)c1OC	6	-4	10	-6	-9	-5	0	-9

(further entries)
no.	Pyk2 oligo antag	SMILES	HIV Rev-RRE inh	EphB4 ephrin blk	PTPN22 act	PLK1 PBD inh	PTPN22 inh 2	PLK1 inh	FAK blocker	F-actin modifier
13	-0.62	C=CCn1c(SCC(=O)Nc2ccccc2OC)nnc1-c1ccccn1	5	9	-3	-6	6	-9	-2	24
14	·	Cc1ccc(N2C(=O)c3ccccc3C2Nc2cccnc2)nc1 (stereo not given)	7	2	-4	21	3	-4	-5	16
15	-0.09	CCN(CC)S(=O)(=O)c1ccc(C(=O)NCc2n[nH]c(=S)n2-c2ccccc2OC)cc1	-4	1	7	9	-4	0	1	6
16	-1.1	CCCn1c(=S)[nH]c2cc(C(=O)N3CCc4ccccc43)ccc2c1=O	-2	-2	-16	-1	18	-6	3	5
17	0.64	Cc1cc(C)c(C#N)c(SCC(=O)N2CCN(Cc3ccccc3)CC2)n1	8	2	-11	12	9	-9	4	-13
18	-1.6	O=C(Nc1nc2ccc(S(=O)(=O)N3CCCCC3)cc2s1)c1cccnc1	15	0	12	7	-10	-35	-2	14
19	-2.3	COc1ccc(C)cc1-n1nnnc1SC/C(O)=C(\C#N)c1nc2ccccc2[nH]1	21	12	2	-33	-8	-5	4	-17
20	0.07	O=C1CC(c2ccccc2)=Nc2ccccc2N1	5	-1	-1	10	3	-10	3	12
21	1.3	O=C(CCn1cccc1)NCc1ccccc1	3	-3	3	-27	-2	-8	-1	-14
22	-0.07	C1CCN=C(Nc2nn[nH]n2)CC1	10	2	0	-9	-1	-10	-6	31
23	-0.35	Cc1ccc(SCC2CNc3nc4ccccc4c(=O)n32)c(C)c1 (stereo not given)	8	1	-7	-16	10	-13	-6	7
24	-0.33	O=C(NCc1ccccc1)C(c1cccnc1)N(Cc1ccco1)C(=O)c1ccccn1 (stereo not given)	4	-2	2	20	-3	14	-1	18

(continued)
no.	Pyk2 oligo antag	SMILES	HIV Rev-RRE inh	EphB4 ephrin blk	PTPN22 act	PLK1 PBD inh	PTPN22 inh 2	PLK1 inh	FAK blocker	F-actin modifier
25	0.01	CC(=O)N1CCN(C(=O)Nc2cccc(C(F)(F)F)c2)CC1	5	1	-5	-13	5	-2	-4	7
26	·	Cc1cc(C)cc(NC(=O)c2snc3c(=O)[nH]cnc23)c1	-3	-2	16	-38	-15	6	1	13
27	1.3	O=C(NNC(=O)c1sc2cccc(Cl)c2c1Cl)NC1CCCCC1	-7	-5	20	20	-18	-15	-5	6
28	-0.41	CCCCOc1ccc(CSc2ncn[nH]2)cc1	2	1	9	0	-10	-5	0	0
29	1.5	COc1ccc(C2(C(N)=O)CCCCC2)cc1OC	0	0	12	-2	-15	-4	-1	-20
30	0.14	COc1cc(C(=O)N2CCC(N3CCCCCC3)CC2)cc(OC)c1OC	5	-3	7	-18	-10	-1	2	4
31	0.96	O=C(O)CCCC(=O)NCCc1cccc(Cl)c1	3	-9	-12	8	7	-1	2	-1
32	-0.65	CCOc1ccc(NC(=O)c2cc3n(n2)C(C(F)(F)F)CC(c2ccco2)N3)cc1 (stereo not given)	11	-4	11	-6	-10	-2	0	13
33	0.75	Nc1cc(C(=O)OCC(=O)NCC2CCCO2)ccc1Cl (stereo not given)	4	-2	6	-15	-7	0	1	-11
34	-3*	COc1ccc(NC(=O)Cn2cc(C(=O)c3ccco3)c3ccccc32)cc1	2	3	-4	-12	4	-22	3	18
35	·	CC(=O)c1ccc(OCC(O)CN2CCN(c3ccccn3)CC2)cc1 (stereo not given)	4	1	·	4	·	69*	-4	·
36	-0.65	COC(=O)c1ccc(CSc2nc3ccccc3s2)o1	4	-1	-5	-18	1	-8	1	-12

Compound profiles (already shown). Values in the order: Pyk2 oligo antag, HIV Rev-RRE inh, EphB4 ephrin blk, PTPN22 act, PLK1 PBD inh, PTPN22 inh 2, PLK1 inh, FAK blocker, F-actin modifier
`O=C(NNC(=O)c1sc2cccc(Cl)c2c1Cl)NC1CCCCC1` in the list: 1.3, -7, -5, 20, 20, -18, -15, -5, 6
`COc1cc(C(=O)N2CCC(N3CCCCCC3)CC2)cc(OC)c1OC` in the list: 0.14, 5, -3, 7, -18, -10, -1, 2, 4
`Nc1cc(C(=O)OCC(=O)NCC2CCCO2)ccc1Cl` (stereo not given) in the list: 0.75, 4, -2, 6, -15, -7, 0, 1, -11
`COc1ccc(NC(=O)Cn2cc(C(=O)c3ccco3)c3ccccc32)cc1` in the list: -3*, 2, 3, -4, -12, 4, -22, 3, 18
`O=C(O)CCCC(=O)NCCc1cccc(Cl)c1` in the list: 0.96, 3, -9, -12, 8, 7, -1, 2, -1

Continuation:
no.	Pyk2 oligo antag	SMILES	HIV Rev-RRE inh	EphB4 ephrin blk	PTPN22 act	PLK1 PBD inh	PTPN22 inh 2	PLK1 inh	FAK blocker	F-actin modifier
37	-1.9	O=c1[nH]c(SCc2nc3c(cnn3-c3ccccc3)c(=O)[nH]2)nc2ccccc12	9	-2	-8	24	13	18	4	0
38	·	COc1ccc(C(=O)N2CCN(c3nc4ccccc4o3)CC2)cc1OC	-4	-3	-5	-15	4	7	-3	-8
39	·	Cc1ccc(CCNC(=O)C2CCCN(S(=O)(=O)c3c(C)nn(C)c3C)C2)cc1 (stereo not given)	3	-10	-3	9	0	0	-7	-3
40	0.79	O=C(N1CCOCC1)N1CCN(c2nc(-c3ccccc3)cs2)CC1	3	-1	-4	-3	1	-18	-2	6
41	-0.18	CCC(=O)Nc1ccc(NC(=O)c2ccc3c(c2)OCO3)cc1	3	-4	-5	-4	2	-19	-2	5
42	0.98	CCCc1cc(=O)oc2cc(Oc3ncccn3)ccc12	4	-2	-9	11	6	-9	3	·
43	0.62	Cc1noc(NC(=O)c2ccccc2)c1C#N	9	-2	0	-2	4	-11	5	14
44	0.08	CCOC(=O)C1=C(C)N=c2s/c(=C3\C(=O)Nc4ccccc43)c(=O)n2C1c1ccc2c(c1)OCO2 (stereo not given)	2	1	-4	-22	4	-6	-3	-13
45	0.66	Cc1c(C#N)c2ncnc(N)c2n1-c1ccccc1	4	0	-9	-26	6	-5	0	1
46	0.32	N#Cc1c(C(F)(F)F)cc(-c2ccc(Cl)cc2)[nH]c1=O	-1	5	·	-4	·	-13	-14	·
47	0.58	COc1ccc(OC)c(C2=NOC(C(=O)NCC3CCCO3)C2)c1 (stereo not given)	-4	-4	9	5	-12	6	-5	-29
48	-0.3	CC(C)CN(CC(C)C)C(=O)C12CCC(C)(C(=O)O1)C2(C)C (stereo not given)	7	11	0	-7	6	-6	6	13

Following part
no.	Pyk2 oligo antag	SMILES	HIV Rev-RRE inh	EphB4 ephrin blk	PTPN22 act	PLK1 PBD inh	PTPN22 inh 2	PLK1 inh	FAK blocker	F-actin modifier
49	0.29	O=C1CC(N2CCC(c3nc4ccccc4o3)CC2)C(=O)N1c1ccc(Cl)c(C(F)(F)F)c1 (stereo not given)	2	2	7	-12	-7	-8	-1	9
50	0.51	Cc1ccc(C)c(N2CCN(C(=O)CCNC(=O)Cn3ccc4ccccc4c3=O)CC2)c1	7	5	-5	-29	2	-7	9	-3
51	0.4	CC(C)(C)C(=O)NC(=S)NCCc1ccccc1	-1	-1	7	-37	-5	-6	0	5
52	-1.3	Cc1ccccc1C(=O)Nc1ccc(S(=O)(=O)N2CCN(C)CC2)cc1	-1	1	-4	-4	4	-19	2	14
53	-0.39	CCOC(=O)c1cc2occc2n1Cc1c(F)cccc1Cl	16	1	-5	-27	7	-1	3	12
54	0.22	CCOC(=O)N1CCC(N2CCN(S(=O)(=O)c3ccc4ccccc4c3)CC2)CC1	9	2	0	-5	2	-13	1	-31
55	·	CN(C)c1ccc(/C=C/C(O)=C2/C(=O)N(C)C3(C)CC2c2ccccc2O3)cc1 (stereo not given)	121*[fluorescence artefact?]	4	-1	-54	-1	-20	0	0
56	-0.99	CCOC(=O)C1=C(C)N(C)C(C)=C(C(=O)OCC)C1c1ccccn1	0	9	-2	-6	0	-8	0	-9
57	0.22	CCOC(=O)Cn1ccc(O)c(Cc2ccc(Cl)cc2Cl)c1=O	5	14	10	-20	-13	-8	9	-8
58	0.24	O=C(Nc1ccccc1C(=O)NC1CCCC1)NC1CCCC1	1	-2	-6	12	4	4	-3	-24
59	0.1	CS(=O)(=O)N(CC(=O)N1CCN(c2ccccc2)CC1)c1cc(C(F)(F)F)ccc1Cl	8	0	-2	-21	2	-5	-1	11
60	1.2	COC(=O)CN(Cc1ccco1)S(=O)(=O)c1ccccc1	2	1	15	-1	-20	-1	4	2
